STK33 inh = inhibitors of purified STK33 kinase, primary screen, biochemical, ADP-Glo luminescence, homogeneous, cell-free; 320,000 compounds, 0.073% hits; Serine/threonine-protein kinase 33 (Homo sapiens), Q9BYT3; inhibition, % at 10 µM; MBP phosphorylation;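 active means inhibition at or above 25%, using the most active replicate where run in duplicate; inactive means inhibition below 25%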
Target sequence (Q9BYT3 whole entry, looked up): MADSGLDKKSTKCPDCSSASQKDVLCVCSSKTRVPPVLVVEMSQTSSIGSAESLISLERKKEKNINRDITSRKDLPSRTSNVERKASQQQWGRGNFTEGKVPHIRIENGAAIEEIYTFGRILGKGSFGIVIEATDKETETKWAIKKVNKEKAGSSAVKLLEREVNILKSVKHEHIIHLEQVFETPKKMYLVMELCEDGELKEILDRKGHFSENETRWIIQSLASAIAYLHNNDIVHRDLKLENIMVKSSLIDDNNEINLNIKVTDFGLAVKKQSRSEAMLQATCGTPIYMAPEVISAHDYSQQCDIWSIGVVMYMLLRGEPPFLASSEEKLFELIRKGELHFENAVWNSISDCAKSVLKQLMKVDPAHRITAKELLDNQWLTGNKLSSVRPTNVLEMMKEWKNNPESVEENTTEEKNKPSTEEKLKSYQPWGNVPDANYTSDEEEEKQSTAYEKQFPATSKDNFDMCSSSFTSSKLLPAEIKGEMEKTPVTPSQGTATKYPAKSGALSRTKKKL
OX1R antag = antagonists of human orexin 1 receptor (OX1R); Orexin/Hypocretin receptor type 1 (Homo sapiens), O43613; OX1R-expressing cells, FRET antagonist read-out; inhibition, % at 6.6 µM; 330,000 compounds, 1.8% hits; in the data active means inhibition mostly above about 38%, no sharp cut-off; inactive means mostly below about 40%;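 further: 0% = agonist challenge alone and 100% = reference antagonist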
Target sequence (O43613 whole entry, looked up): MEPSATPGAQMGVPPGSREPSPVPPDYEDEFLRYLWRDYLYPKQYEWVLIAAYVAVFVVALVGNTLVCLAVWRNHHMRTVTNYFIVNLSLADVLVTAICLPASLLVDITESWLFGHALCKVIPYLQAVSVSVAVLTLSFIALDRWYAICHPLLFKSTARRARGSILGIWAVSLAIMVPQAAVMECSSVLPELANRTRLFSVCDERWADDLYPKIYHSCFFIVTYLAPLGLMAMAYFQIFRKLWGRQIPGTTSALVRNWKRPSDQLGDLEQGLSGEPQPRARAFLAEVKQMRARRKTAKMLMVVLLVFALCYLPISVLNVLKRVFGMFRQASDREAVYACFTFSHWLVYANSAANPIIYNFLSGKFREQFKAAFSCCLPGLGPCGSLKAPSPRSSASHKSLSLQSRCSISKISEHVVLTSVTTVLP
* = called active by the depositor; / = not tested or not shown; & = joins results of further samples.

The line under a structure holds: STK33 inh	OX1R antag
- Cc1c(NC(C)C)c(=O)n(-c2ccccc2)n1C
→ -2.0	12
- CCS(=O)(=O)C(=C1NCCO1)S(=O)(=O)CC
→ 0.7	9
- O=C(NCCc1ccc(F)cc1)Nc1ccccc1Cl
→ 0.0	/
- CCOc1ccc(-c2nnc3ccc(SCC(=O)Nc4cc(C)on4)nn23)cc1
→ -0.6	12
- CCN(CC)C(=O)Cn1cc(C(=O)C(=O)N2CCN(Cc3ccc4c(c3)OCO4)CC2)c2ccccc21
→ -2.4	6
- COc1ccc(/C=N/NC(=O)c2cccc(S(=O)(=O)N3CCCC3)c2)cc1O
→ 0.0	-4
- CC(C#N)(NC(=O)COC(=O)c1ccccc1NCCO)C1CC1 (configuration not stated)
→ -0.4	2
- CCN1CCN(c2ccc(S(=O)(=O)N3CCOCC3)cc2NC(=O)/C=C/c2ccc(OC)c(OC)c2)CC1
→ -1.4	8
- NC(=O)c1ccc(N=Nc2c(O)c3ccccc3[nH]c2=O)cc1
→ -0.6	7
- Cc1ccc(Cl)c(NC(=S)N(CCCN2CCOCC2)Cc2ccco2)c1
→ -0.7	2
- COC(=O)c1nc(-c2ccccc2)nc(-c2ccccc2)c1C(=O)OC
→ -0.8	10
- O=C(CCNC(=O)c1ccccc1Cl)Nc1ccc(Br)c(C(F)(F)F)c1
→ -1.0	37
- COc1ccc(C(=O)Nc2ccc(S(=O)(=O)Nc3cc(C)nc(C)n3)cc2)c(OC)c1
→ 0.8	34
- CCOc1ccc(S(=O)(=O)NCCC(=O)NC2CCN(Cc3ccccc3)CC2)cc1
→ -2.6	6
- CS(=O)(=O)c1ccccc1-c1nnc(NC(=O)c2ccco2)o1
→ /	14
- N#Cc1ccc(OCC(O)CS(=O)(=O)c2ccc(F)cc2)cc1 (configuration not stated)
→ 0.2	1
- O=C(NCCc1ccccc1)c1noc2c1CCCCC2
→ -0.2	3
- NNC(=O)c1ccccc1-n1cccc1
→ -1.4	16
- COc1ccc(OC)c(S(=O)(=O)N2CCN(CC(O)COc3ccc(C#N)cc3)CC2)c1 (configuration not stated)
→ -0.4	12
- COc1ccc(OC)c(NC(=O)c2cc3ccccc3o2)c1
→ 3.9	85*

Shown in CSV form: entries from further up
canonical_smiles,STK33 inh,OX1R antag
CCN(CC)C(=O)Cn1cc(C(=O)C(=O)N2CCN(Cc3ccc4c(c3)OCO4)CC2)c2ccccc21,-2.4,6
CC(C#N)(NC(=O)COC(=O)c1ccccc1NCCO)C1CC1 (configuration not stated),-0.4,2
COc1ccc(OC)c(NC(=O)c2cc3ccccc3o2)c1,3.9,85*
O=C(NCCc1ccc(F)cc1)Nc1ccccc1Cl,0.0,/
CCS(=O)(=O)C(=C1NCCO1)S(=O)(=O)CC,0.7,9

Following part:
The line under a structure holds: STK33 inh	OX1R antag
- CC(C)c1ccc2c(c1)c(SC(C)(C)C)c(CC(C)(C)C(=O)O)n2Cc1ccc(Cl)cc1
→ -0.9&-1.8	1&17
- O=C1c2ccccc2C(=O)N1CC(O)CN1CCOCC1 (configuration not stated)
→ -1.3	-4
- CC(=O)c1cccc(Nc2nc(-c3cccc([N+](=O)[O-])c3)cs2)c1
→ 1.4	23
- FC(F)(F)c1nc(NCC2CCCO2)c2nnn(Cc3ccccc3Cl)c2n1 (configuration not stated)
→ -0.8	8
- Cc1nn(-c2ccccc2)c(OC(=O)c2cccs2)c1S(=O)(=O)c1ccccc1
→ -1.1	22
- O=C(NCCc1ccco1)C(=O)NCC1OCCCN1S(=O)(=O)c1ccccc1 (configuration not stated)
→ -2.5	23
- Cn1c(=O)c2sccc2n(Cc2cccc(Br)c2)c1=O
→ -1.3	36
- O=C(Nc1ccc2c(c1)OCO2)c1cnn2c1NC(c1ccco1)CC2C(F)(F)F (configuration not stated)
→ -1.6	15
- O=C(O)c1ccccc1SCC(=O)N1c2ccccc2Sc2ccccc21
→ -2.3	38
- Fc1cccc2sc(Nc3nc4ccccc4s3)nc12
→ -1.8	28
- Cc1ccc(CCNC(=O)C2CCN(S(=O)(=O)c3c(C)nn(C)c3C)CC2)cc1
→ 0.8	13
- O=C(CSc1cccc[n+]1[O-])NCCCc1ccccc1
→ -0.8	4
- COc1ccc(C(=O)NC(=S)Nc2ccc(NC(=O)c3ccco3)cc2)cc1[N+](=O)[O-]
→ -2.6	-4
- COc1ccc(N(C(=O)Cc2cccs2)C2C=CS(=O)(=O)C2)cc1 (configuration not stated)
→ -0.5	1
- COc1ccccc1CCNC(=O)CCNS(=O)(=O)c1ccc(NC(C)=O)cc1
→ -1.5	1
- O=C(N/N=C/c1cn(-c2ccccc2)nc1-c1cc2ccccc2o1)c1cccnc1
→ -0.1	10
- COc1cccc(CNc2ccc3c(c2)ncn3C)c1OC
→ -1.3	/
- Cc1ccc(S(=O)(=O)N2CC(O)CC2C(=O)OCC(=O)Nc2ccc([N+](=O)[O-])cc2C(F)(F)F)cc1C (configuration not stated)
→ -1.1	12
- COc1ccc(OC)c(C(c2nnnn2Cc2ccco2)N2CCN(C)CC2)c1 (configuration not stated)
→ -1.3	22
- COc1ccccc1CNC(=S)NCc1ccc(Cl)cc1
→ -1.1	19

Whole records, looked up by structure:
Shown for `Fc1cccc2sc(Nc3nc4ccccc4s3)nc12` = STK33 inh = -1.8; OX1R antag = 28
Shown for `Cc1ccc(S(=O)(=O)N2CC(O)CC2C(=O)OCC(=O)Nc2ccc([N+](=O)[O-])cc2C(F)(F)F)cc1C` (configuration not stated) = STK33 inh = -1.1; OX1R antag = 12

Further records follow:
The line under a structure holds: STK33 inh	OX1R antag
- O=C(C1=NN(c2ccccc2)C2C(=O)N(c3ccc(Cl)cc3)C(=O)C12)c1ccccc1 (configuration not stated)
→ -0.1	14
- O=[N+]([O-])c1ccc(/C=N/N2CCN(c3ccncc3S(=O)(=O)N3CCCCC3)CC2)cc1
→ -0.7	5
- O=C(Nc1cc(Sc2ccccn2)cc([N+](=O)[O-])c1)c1ccc([N+](=O)[O-])cc1
→ 1.1	22
- O=C(O)Cn1cnc2c(=S)nc[nH]c21
→ -1.8	11
- CCCC(=O)NC(c1ccc(OC)cc1)c1c(O)ccc2ccccc12 (configuration not stated)
→ 0.1	-3
- CC1CCCCC12NC(=O)N(CC(=O)Nc1ccc(N3CCOCC3)cc1)C2=O (configuration not stated)
→ 0.5	-8
- O=Cc1cn(CC(=O)N2CCOCC2)c2ccccc12
→ -0.1	10
- COc1cc(C)ccc1OCc1cc(C(=O)N(Cc2nccn2C)C(C)C)no1
→ 3.4	15
- O=C(N/N=C/C=C/c1ccccc1)c1cnccn1
→ -0.3	51
- Cc1ccccc1Cn1nc(C)c(NC(=O)C2c3ccccc3Oc3ccccc32)c1C
→ 0.1	24
- Fc1ccccc1NC(=S)NCc1ccc(Cl)cc1
→ /	-1
- CCN(CC)CCCN1C(=O)C(=O)/C(=C(/O)c2cc(C)ccc2C)C1c1cccnc1 (configuration not stated)
→ -1.2	15
- COc1ccccc1NC(=O)NC1(C(=O)N2CCC(C)CC2)CCCCC1
→ -0.3	14
- COc1ccc(NC(=O)c2ccc(COCC(F)(F)C(F)F)cc2)cc1
→ -1.5	20
- COc1ccc(CN2CCNC(=O)C2CC(=O)N(C)CC2CCOCC2)c(F)c1 (configuration not stated)
→ -0.7	19
- COCCNCC(O)CON=C1c2ccccc2-c2ccccc21 (configuration not stated)
→ -1.2	15
- Cc1cc(=O)[nH]c(N/N=C/c2ccc(Cl)cc2Cl)n1
→ -1.8	-3
- COC(=O)c1sc(NC(=O)c2c(-c3ccccc3)noc2C)nc1C
→ -1.5	13
- COc1ccc(C)cc1NC(=O)C1CCCN(S(=O)(=O)c2ccc(-n3cnnn3)cc2)C1 (configuration not stated)
→ -1.6	7
- COC(=O)C(Cc1cncn1COCc1ccccc1)NC(=O)OC(C)(C)C (configuration not stated)
→ -0.1	21
- COc1ccc(-n2cnnc2SCC(=O)Nc2nc(C)c(Cl)cc2Cl)cc1
→ -1.2	6
- CCOC(=O)CNS(=O)(=O)Cc1ccccc1
→ -1.1	5
- Cc1ccc(-c2ocnc2C(=O)N2CCN(C(=O)c3cccs3)CC2)cc1
→ -2.8	22
- CCn1c(SCC(=O)NCCc2ccc(Cl)cc2)nnc1-c1cccs1
→ -0.7	31
- CCc1nnc(NC(=O)C2CSC3(C)CCC(=O)N23)s1 (configuration not stated)
→ -0.8	17
- C=CCN=C(NC#N)SCC(=O)c1cccc(OC)c1
→ 5.2	27
- O=C1CCCN1S(=O)(=O)c1ccccc1
→ 0.2	10
- O=C(NCCN1C(=O)S/C(=C\c2cccnc2)C1=O)c1ccc([N+](=O)[O-])s1
→ -0.1	18
- CC(C)OC(=O)NCCOC(=O)Nc1cccc(Cl)c1
→ -1.7	59
- COc1ccc(C(=O)Nc2ccc(N3CCN(C)CC3)cc2)cc1
→ 0.9	0
- CC(C)COP(=O)(c1ccc(N(C)C)cc1)C(O)c1ccccc1 (configuration not stated)
→ 0.9	16
- Cc1ccc(OCCOc2cccc(Br)c2)c([N+](=O)[O-])n1
→ -1.0	13
- O=C(CCSCCc1ccncc1)NCCCN1CCOCC1
→ 1.0	3
- CCOc1ccc(NC(=O)c2cc(=O)[nH]c3ccccc23)cc1
→ -5.7	/
- Fc1ccc(N2CCN(c3nnnn3-c3ccccc3)CC2)cc1
→ -1.1	4
- O=C(N/N=C/C(Br)=C/c1ccccc1)NC1CCCCC1
→ -0.3	32
- Cc1ccccc1C(=O)N(Cc1cccs1)C1CCS(=O)(=O)C1 (configuration not stated)
→ -1.3	10
- O=C1CCN(S(=O)(=O)c2ccc(Br)cc2)CCN1
→ 0.1	29
- Nc1ccc(Sc2nc3ccccc3[nH]2)cc1
→ -0.2	7
- CSc1ccc(S(=O)(=O)N2CCC(C(=O)NCc3cccnc3)CC2)cc1
→ -1.4	3
- CCOC(=O)c1c(C(C#N)C#N)cc(C)nc1C
→ -0.7	27
- Cc1ccc(Nc2nc(NCC3CCCO3)nc(N)c2[N+](=O)[O-])cc1C (configuration not stated)
→ -1.1	11
- Cc1ccsc1CNC12CC3CC(CC(C3)C1)C2
→ -2.1	23
- O=C1[C@H]2[C@@H](c3ccc(Cl)cc3)N3C(=O)N(c4cccc(Br)c4)C(=O)[C@@]3(Cc3ccc(Cl)cc3)[C@H]2C(=O)N1C1CCCCC1
→ 0.0	29
- N=C1SCC(=O)N1c1ccccc1Cl
→ 0.9	2
- COc1cc(/C=C(\C#N)c2ccccn2)ccc1OCc1ccccc1Cl
→ -1.8	18
- O=C(O)C12CC3CC(C1)CC(n1ncc(NCc4ccco4)c(Cl)c1=O)(C3)C2
→ -1.6	30
- Cc1c(Cl)cccc1-n1c(-c2cccnc2)n[nH]c1=S
→ -0.7	12
- COc1ccc(OC)c(CN2CCN(C(=O)c3cccc(S(=O)(=O)Nc4ccc(C)cc4)c3)CC2)c1
→ /	8
- O=C(C1=C[C@H](c2coc3ccccc3c2=O)C[C@H](OCc2ccc(CO)cc2)O1)N1CCN(Cc2ccccc2)CC1
→ -0.9	29
- O=c1c2c3c(sc2nc2n1CCC2)CCCC3
→ -0.5	5
- CC1(C)Oc2ccc3ccc(=O)oc3c2[C@@H](O)[C@@H]1O
→ -0.1	1
- COc1ccccc1NC(=O)CN1CCN(c2ccccc2OC)CC1
→ -1.0	10
- N/C(=N\OC(=O)Cc1ccc([N+](=O)[O-])cc1)c1cccc(Br)c1
→ -0.6	24
- Cc1cc(C(=O)N/N=C/c2ccc([N+](=O)[O-])cc2)c2ccccc2n1
→ 8.1	24
- N=c1sccn1CC(=O)NC(c1ccccc1)c1ccccc1
→ 0.3	22
- CC(C(=O)NCc1ccc2c(c1)OCO2)N1c2cccc3cccc(c23)S1(=O)=O (configuration not stated)
→ -0.7	27
- COc1ccc(NC(=O)C2CCCN(c3c4c(nc5ncnn35)CCC4)C2)cc1OC (configuration not stated)
→ -0.5	7
- O=C(NCc1ccccn1)c1ccc(N2CCCC2=O)cc1
→ -1.5	21
- COc1ccc(OCC(=O)N2CCC(Cc3ccccc3)CC2)cc1
→ 0.5	11

Additional entries:
The line under a structure holds: STK33 inh	OX1R antag
- O=C(CSCc1ccc(Cl)c(Cl)c1)Nc1c[nH]c(=O)[nH]c1=O
→ -1.6	9
- COc1cc(C)c(NC(=O)C(=S)NCc2ccccc2)cc1C
→ -2.4	21
- CC1(C)Cc2ccccc2-c2nnc(-c3ccc(O)cc3)n21
→ -0.3	12
- CCOC(=O)c1cnc(SCC(=O)OCC(=O)N(CC)C2CCS(=O)(=O)C2)nc1N (configuration not stated)
→ -0.6	11
- O=C(Nc1c(F)cc(F)cc1Br)c1cc2nc(C(F)F)cc(C(F)F)n2n1
→ -1.1	33
- O=C(O)Cn1c(-c2ccccn2)nc2ccccc21
→ -0.6	22
- Cc1ccc(C(=O)Nc2ccc(CC(=O)O)cc2)o1
→ -1.1	8
- CCOCCCNC(=O)C(c1ccc(C)cc1)N(Cc1cccs1)C(=O)c1ccccn1 (configuration not stated)
→ -0.9	10
- Cc1cccc(C(=O)NCC(=O)OCC(=O)c2ccc(Br)s2)c1
→ -2.1	-5
- Cc1ccc(O)c(NC(=O)c2cc3nc4c(c(C(F)(F)F)n3n2)CCc2ccccc2-4)c1
→ 0.0	16
- COc1ccc(C(=O)NC2CCCN(Cc3ccc(Cl)cc3)C2)c(OC)c1 (configuration not stated)
→ 0.0	7
- CS(=O)(=O)N(CC(=O)Nc1cccc([N+](=O)[O-])c1)c1ccccc1
→ -1.1	5
- O=C(O)c1ccc(N/N=C/c2cccc(C(F)(F)F)c2)cc1
→ 0.1	2
- COc1ccc(C)cc1NC(=O)C(Sc1nnc(-c2cccs2)o1)c1ccccc1 (configuration not stated)
→ 0.2	35
- COc1ccc(NC(=O)c2cccc(S(=O)(=O)N3CCN(C)CC3)c2)c(OC)c1
→ -1.8	18
- O=C(Nc1cccc2ncccc12)c1cc(Br)ccc1Cl
→ 0.1	-8
- O=C(NC12CC3CC(CC(C3)C1)C2)c1c(Cl)cccc1Cl
→ -1.4	6
- Cc1ccsc1/C=C1\SC(N2CCOCC2)=NC1=O
→ 1.4	40
- CC(=O)Nc1ccc(S(=O)(=O)Nc2nc3ccccc3nc2N2CCCC2)cc1
→ -0.2	17
